From PubChem BioAssay
K1F lysis inhibition: protection from phage-mediated lysis, alamar blue read-out – E. coli UTI89, K1F phage, bacterial capsule biogenesis inhibitors (AID 488966). E. coli UTI89 K1F phage lysis, alamar blue, 2 h; higher % means a stronger effect. inhibition, % at 100 µM; hits with a dose series show IC50 in µM. hit rate 0.02% among 340,000;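 active = phage lysis inhibition, versus mean bacterial control, above a set limit; inconclusive = no clear call, values can overlap the other calls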;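 note: capsule biogenesis inhibitors block K1F phage lysis so surviving cells raise fluorescence; higher fluorescence means more inhibition of phage lysis; actives were called in the ten point dose series up to 300 µM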
* = called active by the depositor; i = inactive; u = inconclusive; [ ] = another dose, or the depositor's remark. These rows are one share of the data; rates above refer to the full screens.

SMILES	K1F lysis inhibition
O=C(NCC(c1ccco1)N1CCCCC1)c1ccc(COc2ccc(Cl)cc2)cc1 (stereo not given)	0.7%[50 µM]
CCC1(c2ccc(F)cc2)NC(=O)N(CC(=O)N2CCN(S(=O)(=O)c3ccc(C)cc3C)CC2)C1=O (stereo not given)	0.8%[50 µM]
Oc1ccc(C=NN=Cc2ccco2)c(O)c1	-1.0%
Cn1cnc([N+](=O)[O-])c1Sc1nc(N)nc2c1ncn2C1OC(CO)C(O)C1O (stereo not given)	-0.9%
O=C(CSc1nc2nn(-c3ccccc3)c(=O)c-2c2n1CCCCC2)Nc1ccccc1[N+](=O)[O-]	0.2%[50 µM]
O=C1NC(=O)C2(CCCC2)N1	-0.6%
Oc1ccc2ccc(Cl)cc2c1	-1.9%
CN(C(=O)c1cccc(NC(=O)Cc2ccc(NC(=O)C3CCCN(C(=O)CCc4ccccc4)C3)cc2)c1)C1CCCCC1 (stereo not given)	0.7%
COc1ccc2[nH]c3c(c2c1)CCN1C(=O)C(CC(=O)NCCC2=CCCCC2)C[C@H](C(=O)N2CCCCC2)[C@@]31CCc1ccccc1 (stereo not given in full)	0.1%
CN(C)C(=O)CCc1ccc2c3c([nH]c2c1)[C@]1(C)[C@@H](C(=O)N2CCOCC2)C[C@H](CC(=O)NCC24CC5CC(CC(C5)C2)C4)C(=O)N1CC3	0.0%
CCN(CC)S(=O)(=O)c1ccc(Cl)c(C(=O)NNC(=O)c2csc(N3CCOCC3)n2)c1	0.3%[50 µM]
Cc1cccc(OCCCC(=O)NNC(=O)c2ccncc2)c1	0.7%[50 µM]
O=c1cc(C=NNc2ccccc2)[nH]c(=O)[nH]1	6.8%
O=C(c1ccccc1)c1coc(-c2ccccc2)c1	3.0%
CC(NCC(=O)NC(=O)NCCC1=CCCCC1)c1ccc(S(N)(=O)=O)cc1 (stereo not given)	-0.3%[50 µM]
CC1(c2ccccc2)C(C#N)C(=O)NC(=O)C1C#N (stereo not given)	-0.2%
COc1cc(C(=C(CC(=O)O)C(=O)O)c2ccc3c(c2)OCO3)cc(OC)c1OC	-0.1%
CCOC(=O)C1=C(CC)Nc2ccccc2N=C1NC(=O)c1ccc(OC)c(S(=O)(=O)N2CCOCC2)c1	0.5%[50 µM]
O=C(O)C1(Nc2ccc([N+](=O)[O-])cc2[N+](=O)[O-])CCCC1	1.1%
O=[N+]([O-])c1ccc(CSCc2ccc([N+](=O)[O-])cc2)cc1	-3.7%
CCN1C[C@@H]2[C@@H]3C(=O)N(Cc4ccccc4)C(=O)[C@@H]3[C@](C)(C1=O)N2C(=O)c1ccc(Cl)c(Cl)c1	3.0%
COc1ccc(C(C#N)=C2C=CC(=NO)C(C)=C2Cl)cc1	3.3%
[O-][n+]1nc2ccccc2c2ccccc21	-1.6%
Cc1ccc(S(=O)(=O)N2C[C@@H]3CCCC[C@@H]3[C@@H](C)[C@H]2c2cn(Cc3ccccc3)c3ccccc23)cc1	0.2%
CN(C)CC1CCC/C(=C\c2ccc(OC(=O)/C=C/c3ccccc3)cc2)C1=O (stereo not given)	-2.1%
O=c1[nH]cnc2c1ncn2-c1ccc(N(CCO)CCO)cc1	0.8%
Cc1ccc(S(=O)(=O)N2CCOCC2)cc1NC(=O)CNCc1ccccc1Cl	-0.1%[50 µM]
Cc1cc(O)c2c(c1)CC1C3CCC4CC(=O)CCC4(C)C3CC(=O)C21C (stereo not given)	0.9%
CN(C)c1ccc2c(c1[N+](=O)[O-])Cc1ccccc1-2	1.2%
O=[N+]([O-])c1ccc(NN=Cc2cccc3ccccc23)nc1	1.6%
Cc1ccccc1NC(=O)COC(=O)COc1ccc2c(c1)CCC2	1.0%[50 µM]
O=C(NC1CCN(Cc2ccccc2)CC1)c1ccccc1NS(=O)(=O)c1ccc(F)c(F)c1	-0.2%
CCCCCCCCNCCS(=O)(=O)NC1CCCCC1	0.1%
Cc1ccc(S(=O)(=O)CCC(=O)OCC(=O)N(C)c2ccccc2)cc1	0.9%[50 µM]
Cc1ccc(S(=O)(=O)OCC(=O)Nc2ccc(C(=O)O)c(O)c2)cc1	-2.9%
CN(CC(=O)Nc1cccc(S(=O)(=O)N2CCCC2)c1)CC(=O)Nc1ccc(F)c(F)c1F	0.2%[50 µM]
c1c[nH]c(CN2CCN(Cc3ncc[nH]3)CC2)n1	1.5%
CCN(CC)c1ccc2cc(-c3nc(-c4cc5ccccc5oc4=O)cs3)c(=O)oc2c1	0.4%
COc1ccccc1C=NN=Cc1ccccc1O	1.3%
O=C(O)CNC(=O)C1(NC(=O)OCc2ccccc2)CCCC1	-2.8%
COC(=O)c1sc(S(=O)(=O)Nc2c(C)nn(C)c2C)c(C(=O)OC)c1C	0.7%[50 µM]
O=c1cc(-c2cccc(F)c2)oc2ccccc12	2.9%
NC(=O)CC(NC(=O)Cc1ccc(Br)cc1)c1ccc(NC2CCCCCCC2)c([N+](=O)[O-])c1 (stereo not given)	-0.5%
CC1([N+](=O)[O-])COC2(CCCCC2)OC1	0.8%
COc1ccc(C2C(C#N)=C(N)Oc3cc(O)ccc32)cc1 (stereo not given)	-0.5%

Rewritten with bars between the fields: 17 of the compounds above.
Structure | K1F lysis inhibition
O=c1[nH]cnc2c1ncn2-c1ccc(N(CCO)CCO)cc1 | 0.8%
Cc1ccc(S(=O)(=O)N2CCOCC2)cc1NC(=O)CNCc1ccccc1Cl | -0.1%[50 µM]
Cc1cc(O)c2c(c1)CC1C3CCC4CC(=O)CCC4(C)C3CC(=O)C21C (stereo not given) | 0.9%
CN(C)c1ccc2c(c1[N+](=O)[O-])Cc1ccccc1-2 | 1.2%
O=[N+]([O-])c1ccc(NN=Cc2cccc3ccccc23)nc1 | 1.6%
Cc1ccccc1NC(=O)COC(=O)COc1ccc2c(c1)CCC2 | 1.0%[50 µM]
O=C(NC1CCN(Cc2ccccc2)CC1)c1ccccc1NS(=O)(=O)c1ccc(F)c(F)c1 | -0.2%
CCCCCCCCNCCS(=O)(=O)NC1CCCCC1 | 0.1%
Cc1ccc(S(=O)(=O)CCC(=O)OCC(=O)N(C)c2ccccc2)cc1 | 0.9%[50 µM]
Cc1ccc(S(=O)(=O)OCC(=O)Nc2ccc(C(=O)O)c(O)c2)cc1 | -2.9%
CN(CC(=O)Nc1cccc(S(=O)(=O)N2CCCC2)c1)CC(=O)Nc1ccc(F)c(F)c1F | 0.2%[50 µM]
c1c[nH]c(CN2CCN(Cc3ncc[nH]3)CC2)n1 | 1.5%
CCN(CC)c1ccc2cc(-c3nc(-c4cc5ccccc5oc4=O)cs3)c(=O)oc2c1 | 0.4%
COc1ccccc1C=NN=Cc1ccccc1O | 1.3%
O=C(O)CNC(=O)C1(NC(=O)OCc2ccccc2)CCCC1 | -2.8%
COC(=O)c1sc(S(=O)(=O)Nc2c(C)nn(C)c2C)c(C(=O)OC)c1C | 0.7%[50 µM]
O=c1cc(-c2cccc(F)c2)oc2ccccc12 | 2.9%

(cont.)
SMILES	K1F lysis inhibition
O=C(Nc1ccn(CCCN2CCN(c3ccccn3)CC2)c(=O)n1)OCc1ccccc1	0.1%
Cc1cccc(-c2ccc3c(c2)C2CC3CCN2Cc2ccc3c(c2)OCO3)c1 (stereo not given)	0.2%
COc1nc(=O)n(C2CCCO2)cc1C (stereo not given)	-1.0%
CCCC1(C2CCCC2)NC(=O)NC1=O (stereo not given)	-1.1%
O=C(Nc1ccc(N2CCOCC2)c(S(=O)(=O)Nc2ccccc2Cl)c1)c1ccc(=O)[nH]n1	0.3%[50 µM]
CCN1C[C@@H]2[C@@H]3C(=O)N(Cc4ccccc4)C(=O)[C@@H]3[C@](Cc3ccccc3)(C(=O)OC)N2C1=NCc1ccccc1	0.3%
CC[C@H](C)[C@H]1CNC(=S)N1CC1CCN(CCCC2CCCC2)CC1	0.0%
COc1cc(OC)cc(-c2sc3ccc(OC)cc3c2-c2ccc(OCCN3CCCCC3)cc2)c1	-0.1%
COc1cc(CCC(=O)OCC(=O)N(CC(C)C)C2CCS(=O)(=O)C2)cc(OC)c1OC (stereo not given)	1.3%[50 µM]
COc1ccccc1NS(=O)(=O)c1ccc(C)c(C(=O)NCC(c2cccs2)N2CCOCC2)c1 (stereo not given)	2.0%[50 µM]
COc1ccc2c(c1)OC(=O)CC2c1ccccc1OC (stereo not given)	0.0%
Cc1ccc(NC(=O)CN(C)C(=O)Cc2ccc3c(c2)CCC3)cc1	0.1%[50 µM]
C[C@@H](NS(=O)(=O)c1ccc(Br)cc1F)[C@@H](O)c1ccccc1	0.5%
O=C(Cc1ccc(NC(=O)C2CCN(C(=O)C3CCC3)CC2)cc1)Nc1ccc(C(=O)N2CCOCC2)cc1	0.2%
CC[C@]1(C(=O)OC)[C@H]2C(=O)N(Cc3ccccc3)C(=O)[C@H]2[C@H]2CN=C(SCc3ccc(C)cc3)N21	0.3%
C=CCCC(=O)N1C[C@H]2CON(C)[C@H]2C[C@H]1c1ccccc1Br	0.0%
Cn1c(=O)c2[nH]c(Cc3cccc4ccccc34)nc2n(C)c1=O	0.5%
CNc1nc(Cl)nc2c1ncn2-c1ccccc1	2.1%
Cc1cccc(C2=NN(c3ccc(Br)cc3)[C@@H](C(=O)N3CCOC3=O)[C@@H]2c2ccc([N+](=O)[O-])cc2)c1	0.1%
O=C(NCCCc1ccccc1)c1cccc(NC(=O)C2CC2)c1	-0.1%
CCN(C(=O)COC(=O)c1ccccc1Cc1ccccc1)c1c(N)n(Cc2ccccc2)c(=O)[nH]c1=O	0.3%[50 µM]
CCCN(C(=O)COC(=O)CSc1ccc(C(N)=O)cc1[N+](=O)[O-])C1CCS(=O)(=O)C1 (stereo not given)	0.8%[50 µM]
O=S(=O)(O)c1cc(O)c(N=Nc2ccc(O)cc2O)c2ccccc12	i
Cn1c(=O)c2c(nc(CN3CCOCC3)n2Cc2ccccc2)n(C)c1=O	0.5%
Cc1ccccc1Nc1ncnc2[nH]ncc12	6.0%
CCOc1ccc(C(=O)NC(C(=O)N2CCC2)C(C)C)cc1 (stereo not given)	1.9%[50 µM]
Cc1cc(/N=C/C=C2/N(C)c3ccccc3C2(C)C)n(CCC#N)n1	-0.1%
CC(CCc1ccccn1)C(=O)C(C)CCc1ccccn1 (stereo not given)	0.0%
CC1=NN(c2nc(N)nc(/C(C#N)=C/c3ccc([N+](=O)[O-])o3)n2)C(C)(C)C1	2.0%
O=c1[nH]c2c(c(=O)[nH]1)OCN(Cc1ccccc1)C2	4.3%
O=C(Nc1ccc(C(=O)N2CCCC2)cc1)C1CCCC1	0.1%
Cc1cc(-c2ccccc2)cc(=O)[nH]1	2.2%
CCOC(=O)c1sc(NC(=O)CSc2nc(-c3ccco3)cc(C(F)(F)F)n2)c(C(=O)OCC)c1C	0.0%
Cc1nnc(NC(=O)CSc2nnc(CNC(=O)c3ccccc3F)n2C(C)C)s1	-0.1%
CCOC(=O)C1(C)C(C(=O)OC)=C(c2ccc(OC)cc2)c2ccccc2N1C(=O)OC (stereo not given)	0.1%
CC(C)C[C@@H](CN1CCCC1CN1C(=S)NC[C@@H]1Cc1ccc(O)cc1)N1C[C@H](Cc2ccccc2)N(CC2CCCCCC2)C1=S (stereo not given in full)	0.2%
CC(=O)c1cccc(OC(=O)Oc2cccc(C(C)=O)c2)c1	0.2%
COC(=O)c1nc[nH]c1[N+](=O)[O-]	1.7%
COc1ccc(N2CCN(C(=O)COC(=O)[C@@H](NC(=O)OCc3ccccc3)C(C)C)CC2)cc1	0.5%[50 µM]
CCc1nc(SCC(=O)Nc2ccc(N(CC)CC)cc2)n[nH]1	-0.2%
CC(C)N1C(=O)C(=O)N(CC(=O)N2c3ccccc3NC(=O)CC2C)C1=O (stereo not given)	0.7%[50 µM]
N/C(=N\OC(=O)c1ccccc1)C(Cc1ccccc1)C(=O)NOC(=O)c1ccccc1 (stereo not given)	-3.5%
Cc1nc(Cl)sc1C(=O)Nc1ccc(F)cc1	-1.2%
CN(CCc1ccccc1)C(=O)c1cccc(NC(=O)Cc2cccc(NC(=O)C3CCN(C(=O)c4ccccc4)CC3)c2)c1	0.1%
CN(C(=O)c1ccccc1OCc1ccc(F)cc1)c1c(N)n(Cc2ccccc2)c(=O)[nH]c1=O	1.3%[50 µM]
CN(C(=O)c1cccc(NC(=O)Cc2ccc(NC(=O)C3CCCN(S(=O)(=O)c4cccc([N+](=O)[O-])c4)C3)cc2)c1)C1CCCCC1 (stereo not given)	0.4%
O=C1C=CC(=O)N1c1ccc(Nc2ccccc2)cc1	-6.9%
COC(=O)[C@H](Cc1ccccc1)NC(=O)Cn1cnc(C(=O)Nc2ccc(C)c(C)c2)n1	-0.1%
C=CCOC1COC2C(OCC=C)COC12 (stereo not given)	0.5%
Nc1nc2ccc(Br)cc2o1	u
O=C(c1ccc(Cl)c(S(=O)(=O)N2CCCC2)c1)N1CCN(Cc2ccccc2)CC1	-0.4%[50 µM]
COC1=C(NCc2ccc3c(c2)OCO3)C(=O)C(OC)=C(NCc2ccc3c(c2)OCO3)C1=O	-1.5%
CN(Nc1cccc(Cl)c1)c1cccc(Cl)c1	-2.3%
CCCCn1nc(C(=O)N(CC(C)C)c2c(N)n(CCCC)c(=O)[nH]c2=O)c2ccccc2c1=O	1.2%[50 µM]
CC[C@]12c3[nH]c4ccc(Cl)cc4c3CCN1C(=O)[C@@H](CC(=O)NCCCN(C)C)C[C@@H]2C(=O)N1CCN(C(=O)C2CC2)CC1	0.1%

Two compounds drawn at random from the list so far, as already listed:
SMILES	K1F lysis inhibition
CC[C@]12c3[nH]c4ccc(Cl)cc4c3CCN1C(=O)[C@@H](CC(=O)NCCCN(C)C)C[C@@H]2C(=O)N1CCN(C(=O)C2CC2)CC1	0.1%
COc1ccc2[nH]c3c(c2c1)CCN1C(=O)C(CC(=O)NCCC2=CCCCC2)C[C@H](C(=O)N2CCCCC2)[C@@]31CCc1ccccc1 (stereo not given in full)	0.1%
